Rac1 GTP hydrolysis: MgcRacGAP GTPase-activating activity inhibitors, confirmation, biochemical, ADP Hunter fluorescence; MgcRacGAP-stimulated Rac1 GTP hydrolysis, ADP Hunter fluorescence; higher % means a stronger effect; GST-tagged Rac1 F28L mutant substrate; one-dose inhibition, % at 30 µM; IC50 in µM for titrated hits; actives 0.6% (n = 340,000); AID 624330;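 active = first-screen hits whose inhibition reached a set limit at any dose in the follow-up dose series; inconclusive = inhibition above the set first-screen limit but never retested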;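 note: fluorescence reports GDP produced by GAP-driven GTP hydrolysis; strong numbers were not always called active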
Myeloid diff MLP: promotes myeloid progenitor differentiation. ER-HoxA9 myeloid progenitors, lysozyme-GFP differentiation, flow cytometry. calls only at 10 µM. actives 1% (n = 360,000). AID 624256;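 active = normalized GFP-positive differentiation at or above the plate's own cutoff, the solvent-only control mean plus 3 SD; inconclusive = no clear call, values can overlap the other calls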;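 note: cells exposed to compound for four days before flow analysis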
UTI89 phage lysis: inhibition of K1F phage lysis, E. coli UTI89, bacterial capsule biogenesis inhibitors, alamar blue (AID 488966); E. coli UTI89 K1F phage lysis, alamar blue, 2 h; higher % means a stronger effect; actives 0.02% (n = 340,000); inhibition, % at 100 µM; hits with a dose series show IC50 in µM;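 active = phage lysis inhibition, versus mean bacterial control, above a set limit; inconclusive = no clear call, values can overlap the other calls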;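 note: capsule biogenesis inhibitors block K1F phage lysis so surviving cells raise fluorescence; higher fluorescence means more inhibition of phage lysis; actives were called in the ten point dose series up to 300 µM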
Myeloid diff MLP GFP+ MAC1+ %: second read-out of Myeloid diff MLP, no call of its own (marks repeat the call); GFP+ MAC1+ double positive, %; measured here: differentiation confirmed by MAC1 staining
An asterisk follows results filed as active; i = inactive; u = inconclusive; x = no result given; + = active, no number; [ ] = another dose, or the depositor's remark. A portion of the library. The share of hits here may be higher or lower than overall.

SMILES,Rac1 GTP hydrolysis,Myeloid diff MLP,Myeloid diff MLP GFP+ MAC1+ %,UTI89 phage lysis
O=C(C=Cc1cccc(Cl)c1)c1ccccc1,1%,i,1.8,-3.0%
O=C(Cc1ccccc1)NC(CSSCC(NC(=O)Cc1ccccc1)C(=O)O)C(=O)O (stereo not drawn),1%,i,0.7,3.1%
O=C1NC(=O)C2(N1)c1ccccc1-c1ccccc12,7%,i,0.3,4.3%
N#Cc1cn(Cc2ccco2)c(=O)[nH]c1=O,1%,i,1.3,-1.5%
O=C(CN1CCN(S(=O)(=O)c2ccc3c(c2)OCCO3)CC1)Nc1ccccc1Br,2%,i,0.2,4.0%
C[C@H](NS(=O)(=O)c1ccc(Cl)cc1)C(=O)OCC(=O)Nc1cc(S(=O)(=O)N2CCOCC2)ccc1Cl,2%,i,1.2,0.6%[50 µM]
CC(OC(=O)CSCC(=O)Nc1ccc(Cl)cc1)C(=O)N(C)Cc1ccccc1 (stereo not drawn),2%,i,0.5,0.3%[50 µM]
O=C(O)c1ccc(N=C2c3ccccc3-c3ccccc32)cc1,-8%,i,0.3,-2.3%
Cc1nn(-c2ccccn2)c2c1C(=O)CC(C)(C)C2N=[N+]=[N-] (stereo not drawn),8%,i,1.3,0.2%
C=CCOC(=O)C(C(=O)Cc1ccccc1)c1ccccc1 (stereo not drawn),3%,i,0.5,1.3%
Oc1ccc(C[C@H]2CNC(=S)N2CC2CCCN2C[C@H](Cc2ccc(O)cc2)N2C[C@H](Cc3ccc(O)cc3)N(CC3CCCCCC3)C2=S)cc1 (stereo partly drawn),7%,i,0.0,0.2%
O=C1C2CCCCN2C(=O)N1CCN1CCN(c2cccc(Cl)c2)CC1 (stereo not drawn),5%,i,0.4,-1.7%
CC(C)C[C@@H](CNCC(=O)[C@H](C)NC(=O)c1[nH]cnc1C(=O)N[C@H](CN)CC(C)C)NC(=O)c1nc[nH]c1C(=O)N[C@@H](C)C(=O)O,4%,i,0.7,0.1%
C#CCOCCOCCOCCNc1nc(N2CCN(C(=O)[C@H](CCCCN)n3cc(CC(C)O)nn3)CC2)nc(N2CCN(C(=O)[C@H](Cc3ccc(O)cc3)n3cc(CCO)nn3)CC2)n1 (stereo partly drawn),0%,i,2.0,2.3%
CC(=O)Nc1cc2c3ccccc3n(C)c2cc1[N+](=O)[O-],7%,i,1.7,0.3%
COc1ccc(C(CNC(=O)CNC(=O)c2cccc(C)c2)N2CCCCC2)cc1 (stereo not drawn),4%,i,0.8,0.6%[50 µM]
O=S(=O)(c1cccc2ccccc12)N1CCC2CC1c1cc(Cl)ccc12 (stereo not drawn),8%,i,0.3,-0.1%
CC(=O)Nc1cccc(/C(C)=N/Nc2ccc(S(=O)(=O)Nc3ccccc3C(=O)O)cc2[N+](=O)[O-])c1,9%,i,0.3,-2.0%[50 µM]
C=CCOC(=O)c1ccccc1C(=O)OCC1CO1 (stereo not drawn),4%,i,0.8,0.3%
C[C@H](NC(=O)c1ccco1)C(=O)Nc1nc(-c2ccccn2)cs1,15%,i,0.5,-1.7%
CCOC(=O)C1=C(O)C(=O)C(C(=O)OCC)C1 (stereo not drawn),-3%,i,0.9,-6.0%
O=C(O)c1cc([N+](=O)[O-])ccc1Oc1ccccc1,2%,i,1.0,3.5%
O=C1CCN(Cc2ccco2)C(=S)N1,4%,i,0.7,2.4%
CCCn1cnc2c(Sc3c([N+](=O)[O-])ncn3C)nc(N)nc21,3%,i,0.6,-4.1%
O=C(Cc1cccc(NC(=O)C2CCCN(C(=O)C3CC3)C2)c1)Nc1cccc(C(=O)N2CCOCC2)c1 (stereo not drawn),10%,i,0.3,0.5%
CC(=O)Nc1ccc(/C(N=Nc2ccccc2)=N/N=C(N)N)cc1,15%,i,1.1,9.5%
COc1cc(OC)cc(C(=O)NCC(=O)NCCN2C(=O)S/C(=C\c3ccc4c(c3)OCO4)C2=O)c1,5%,i,0.6,1.5%[50 µM]
COc1cc(NC(=O)COC(=O)C2CC(O)CN2S(=O)(=O)c2ccc(Cl)cc2)c(C)cc1[N+](=O)[O-] (stereo not drawn),6%,i,0.7,3.5%
CCN(CC)c1ccc(C=C2SC(=S)NC2=O)cc1,4%,+,17*,0.7%
CC=CC1OCC(CC)C(CCC)O1 (stereo not drawn),-2%,i,1.0,-3.0%

Some of the entries so far, field by field.
> COc1cc(NC(=O)COC(=O)C2CC(O)CN2S(=O)(=O)c2ccc(Cl)cc2)c(C)cc1[N+](=O)[O-] (stereo not drawn)
  Rac1 GTP hydrolysis = 6%
  Myeloid diff MLP = i
  Myeloid diff MLP GFP+ MAC1+ % = 0.7
  UTI89 phage lysis = 3.5%
> CCN(CC)c1ccc(C=C2SC(=S)NC2=O)cc1
  Rac1 GTP hydrolysis = 4%
  Myeloid diff MLP = +
  Myeloid diff MLP GFP+ MAC1+ % = 17*
  UTI89 phage lysis = 0.7%
> CCCn1cnc2c(Sc3c([N+](=O)[O-])ncn3C)nc(N)nc21
  Rac1 GTP hydrolysis = 3%
  Myeloid diff MLP = i
  Myeloid diff MLP GFP+ MAC1+ % = 0.6
  UTI89 phage lysis = -4.1%
> COc1cc(OC)cc(C(=O)NCC(=O)NCCN2C(=O)S/C(=C\c3ccc4c(c3)OCO4)C2=O)c1
  Rac1 GTP hydrolysis = 5%
  Myeloid diff MLP = i
  Myeloid diff MLP GFP+ MAC1+ % = 0.6
  UTI89 phage lysis = 1.5%[50 µM]

Remaining list, next part
SMILES,Rac1 GTP hydrolysis,Myeloid diff MLP,Myeloid diff MLP GFP+ MAC1+ %,UTI89 phage lysis
Cc1c(NS(=O)(=O)c2cc(C(=O)NCc3cccc(Cl)c3)ccc2Cl)c(=O)n(-c2ccccc2)n1C,10%,i,1.1,0.6%[50 µM]
Cn1c(=O)c2[nH]c(CCCc3nc4ccccc4[nH]3)nc2n(C)c1=O,4%,i,1.4,0.2%
CC(=O)OCC(=O)C1(O)CCC2C3CCC4=CC(=O)CCC4(C)C3(F)C(O)CC21C (stereo not drawn),1%,u,x,0.6%
CCc1nc(N)nc(N)c1-c1ccc(NCCN)c([N+](=O)[O-])c1,7%,u,x,i
CN1CCC[C@H]1CCNc1ccc2c(=O)c3ccccc3n(C)c2c1,-3%,+,2.3*,-0.3%
CN(C)CCNC(=O)c1cccc2nc3cccc(F)c3nc12,14%,u,x,2.1%
Cn1cnnc1SCc1ccc(C(=O)N/N=C(/CCC(=O)O)c2ccc(C(C)(C)C)cc2)cc1,-1%,i,1.6,0.7%
CC1CN(C(=O)[C@@H]2CCCN2S(=O)(=O)c2ccc(Cl)cc2)CC(C)O1 (stereo partly drawn),4%,i,1.0,-5.0%
CCCn1c(N)c(N(CCOC)C(=O)CSc2cc(C)c3ccccc3n2)c(=O)[nH]c1=O,10%,i,0.9,0.4%
C=CC(=O)N1C/C(=C/c2ccc(Cl)cc2)C(=O)/C(=C\c2ccc(Cl)cc2)C1,14%,u,x,-0.6%
CNC1(C(N)=O)CCN(Cc2ccccc2)CC1,-1%,i,0.5,-0.7%
OC(CN1CCCCC1)c1ccc(Br)cc1 (stereo not drawn),4%,i,1.1,-3.6%
N[C@@H](Cc1cnc[nH]1)C(=O)Nc1ccc2ccccc2c1,-2%,i,2.1,10%
O=C(Cc1cccc(NC(=O)C2CCN(C(=O)c3ccccc3)CC2)c1)Nc1cccc(C(=O)N2CCOCC2)c1,7%,i,0.7,0.3%
CC(C)(C)NC(=O)C1(N2C(=O)c3ccccc3C2=O)CCCC1,-1%,i,3.4,0.5%
c1ccc(Cc2nc3ccccc3s2)cc1,22%,i,2.1,-0.8%
O=c1[nH]nc(-c2ccc([N+](=O)[O-])o2)c(=O)[nH]1,2%,i,1.0,-3.3%
CC(=O)N1c2ccccc2S(=O)(=O)c2c1ccc1ccccc21,12%,i,1.0,-1.6%
O=C(O)c1ccc(C=NN2CCCCCC2)cc1,-10%,i,0.3,-3.5%
O=S(=O)(NCCc1nc2ccccc2[nH]1)c1ccccc1,-1%,i,0.7,-0.2%
CC(C)(C)OC(=O)N(CCc1ccccc1)Cc1cccc(OCc2cccc(NC(=O)c3ccccc3)c2)c1,5%,i,0.4,-0.1%
CSc1ccccc1NC(=O)CN(C)C(=O)C(C)SCc1nc2sc(C)c(C)c2c(=O)[nH]1 (stereo not drawn),3%,i,1.1,0.8%[50 µM]
CCOC(=O)c1cc2c(c(-c3ccccc3)n1)[C@H](CCO)N(S(=O)(=O)C(C)(C)C)C2,2%,i,0.8,0.3%
O=C(NCCCc1ccccc1)c1cccc(NC(=O)C2CCCC2)c1,13%,i,0.7,-0.1%
CC(C)CC1NC(=O)C(CC(C)C)N(CO)C1=O (stereo not drawn),7%,i,0.5,5.7%
CCCCn1c(N)c(N(C(=O)CSc2nncn2-c2ccccc2C)C2CCCC2)c(=O)[nH]c1=O,7%,i,0.6,-0.3%
Cc1c(Cl)cccc1NS(=O)(=O)c1ccccc1,-9%,i,0.8,-2.6%
C=CCN1[C@@H](Cc2ccccc2)COCCS1(=O)=O,5%,i,2.1,1.4%
COC1C(CO)OC(n2c3c(Cl)cccc3c3c4c(c5c6cccc(Cl)c6[nH]c5c32)C(=O)NC4=O)C(O)C1O (stereo not drawn),-7%,u,x,1.2%
O=C(O)c1ccccc1Cc1ccc2c(c1)CCCC2,-1%,i,0.9,0.2%
CC(=O)OC1CCC2(C)C3=CCC4(C)C(C(C)=O)=CCC4C3CCC2C1 (stereo not drawn),-1%,i,2.0,3.5%
CCCCN1CCC(=O)C(C(=O)OCC)=C1C(=O)OCC,6%,i,0.2,-0.3%
O=C(O)c1ccc([N+](=O)[O-])cc1-c1cc([N+](=O)[O-])ccc1C(=O)O,4%,i,0.6,-0.8%
CCOC(=O)CN1CC(C)(C)N(CC(=O)OCC)CC1(C)C,5%,i,1.1,-0.4%
CC(C)(O)CN(C(=O)c1ccccc1)C1CCCCC1,0%,i,1.6,1.6%
COc1ccc(C(CNC(=O)c2cccc(S(=O)(=O)Nc3ccc(Br)cc3)c2)N(C)C)cc1 (stereo not drawn),6%,i,1.0,0.4%[50 µM]
CC12CC(O)C3C(CCC4=CC(=O)CCC43C)C1CCC2=CCO (stereo not drawn),0%,u,x,-0.4%
Cc1ccccc1-c1cccc([C@@H]2C[C@H]3[C@H](CON3C)CN2S(=O)(=O)c2ccccc2C)c1,5%,i,0.1,0.0%
CCCCN1CC(C)(C)Oc2cccc(F)c2S1(=O)=O,9%,i,0.4,0.1%
CC12CCC(C(=O)C1)C1(C)CCCC(=O)C21 (stereo not drawn),6%,i,0.6,-3.6%
CN(C)N1C(=O)c2c(Cl)c(Cl)c(Cl)c(Cl)c2C1=O,6%,i,1.6,-3.6%
CCOc1ccccc1C(O)C1=CC(=O)c2ccccc2C1=O (stereo not drawn),16%,i,1.2,1.4%
CC(=O)N1C[C@H]2CON(C)[C@H]2C[C@H]1c1cccc(-c2ccccc2)c1,11%,i,2.1,0.2%
O=C(O)c1ccccc1C=NNc1ccc([N+](=O)[O-])cn1,2%,i,0.4,-1.8%
O=C(NC1CC1(c1ccccc1)c1ccccc1)c1ccccc1 (stereo not drawn),1%,i,0.7,0.3%
Cn1cnc2nc(Cl)nc(Cl)c21,-12%,u,x,-2.0%
CCOc1ccc(CCN2C(=S)N([C@@H](CC(C)C)CN3CCCC3CN3C(=S)NC[C@@H]3Cc3ccc(O)cc3)C[C@@H]2CC(C)C)cc1 (stereo partly drawn),14%,i,1.5,0.3%
Cc1cccc(-c2ccc3c(c2)C2CC3CCN2)c1 (stereo not drawn),11%,i,0.7,1.0%
CC(=O)c1cc(C)c(OC(=O)c2ccccc2)c(C)c1,2%,i,0.1,-1.0%
Cc1cccc(NS(=O)(=O)c2cccc(C(=O)NCC3(N4CCOCC4)CCCCC3)c2)c1,3%,i,0.7,0.4%[50 µM]
O=C(Nc1cccc(S(=O)(=O)N2CCOCC2)c1)c1cc(S(=O)(=O)N2CCOCC2)c(Cl)cc1Cl,5%,i,0.3,-0.2%
